TROY NFkB inh: blocks TROY-dependent signaling in reporter cells; hit rate 0.98% among 360,000; Q293 LMP1-TROYcd NF-kB luciferase reporter, 4 h; AID 1347056; inhibition, % at 10 µM;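 active = compounds whose plate-normalised and pattern-corrected inhibition of the luciferase reporter signal at the single screening dose is 50% or more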
NR5A2 inv ag: suppresses constitutive activity of human LRH-1; HEK293T StAR-luciferase reporter, LRH-1 transfected, 24 h; inhibition, % at 3.6 µM; hit rate 0.13% among 360,000;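 active = inhibition above the mean inhibition of all tested compounds plus 3 SD, cut at about 73% in these data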;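 note: 0% = DMSO wells and 100% = reporter-only cells lacking LRH-1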
Target sequence (O00482 whole entry, looked up): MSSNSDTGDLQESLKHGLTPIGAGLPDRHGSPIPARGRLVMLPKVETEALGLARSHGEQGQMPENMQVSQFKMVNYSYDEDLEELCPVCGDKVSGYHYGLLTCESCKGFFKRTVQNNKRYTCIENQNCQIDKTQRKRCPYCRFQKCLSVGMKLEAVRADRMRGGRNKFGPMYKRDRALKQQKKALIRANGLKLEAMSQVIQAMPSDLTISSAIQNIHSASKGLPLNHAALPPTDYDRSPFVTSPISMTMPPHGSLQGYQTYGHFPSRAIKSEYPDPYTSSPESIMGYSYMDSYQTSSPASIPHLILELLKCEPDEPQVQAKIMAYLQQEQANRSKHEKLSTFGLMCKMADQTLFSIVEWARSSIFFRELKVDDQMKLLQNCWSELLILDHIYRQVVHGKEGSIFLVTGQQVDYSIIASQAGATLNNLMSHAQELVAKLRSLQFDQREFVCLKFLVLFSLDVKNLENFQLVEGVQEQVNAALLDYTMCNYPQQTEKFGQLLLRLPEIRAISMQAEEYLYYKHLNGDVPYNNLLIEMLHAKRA
TRAIL sens C8: caspase-8 TRAIL sensitization | NB7+C8 cells + TRAIL, ATPlite viability luminescence | inhibition (viability loss, TRAIL sensitization), % at 10 µM | hit rate 1% among 360,000 | AID 624354;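 active = compounds causing at least 50% loss of cell viability in the single-dose screen, relative to plate controls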
KKLEB cytotox: reduces viability of KKLEB cystic fibrosis airway cells | AID 602141 | hit rate 0.36% among 360,000 | activity change (cytotoxicity), % at 5 µM | KKLEB CF airway cells viability, ATPlite luminescence, overnight; hits give low values; cells stimulated with P. aeruginosa culture filtrate;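 active = corrected activity change at or below -50% at 5 µM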
NR2F2 inh: blocks human COUP-TFII nuclear receptor | P24468 | HEK293T NGFI-A luciferase reporter, luminescence | inhibition, % at 8.6 µM | hit rate 0.7% among 370,000 | AID 686940;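 active = inhibition above a per-plate cutoff, mean inhibition of test wells between control levels plus 3 SD, cut at about 38% in these data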;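 note: cells cotransfected with COUP-TFII expression vector driving the NGFI-A reporter; 0% = median of COUP-TF2 test wells and 100% = reporter-only cells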
Target sequence (P24468 whole entry, looked up): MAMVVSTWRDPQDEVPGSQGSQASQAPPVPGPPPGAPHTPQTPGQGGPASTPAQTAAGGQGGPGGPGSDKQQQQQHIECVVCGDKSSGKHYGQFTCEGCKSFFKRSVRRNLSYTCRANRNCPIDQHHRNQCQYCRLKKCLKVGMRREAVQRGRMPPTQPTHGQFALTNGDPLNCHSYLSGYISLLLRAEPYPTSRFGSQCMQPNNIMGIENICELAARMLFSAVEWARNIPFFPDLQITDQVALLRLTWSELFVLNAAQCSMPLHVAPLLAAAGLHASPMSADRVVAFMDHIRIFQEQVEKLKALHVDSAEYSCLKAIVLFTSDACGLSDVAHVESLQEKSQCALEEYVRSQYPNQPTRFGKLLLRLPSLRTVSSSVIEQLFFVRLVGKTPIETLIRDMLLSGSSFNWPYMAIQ
TWEAK Fn14 block: blocks TWEAK-Fn14 interaction in a reporter cell assay | TWEAK-stimulated Fn14 reporter cells, luciferase luminescence, 8 h | hit rate 2% among 360,000 | inhibition, % at 10 µM | AID 1159606; in the data active = inhibition above about 50%
SRC3 inh: inhibitors of human steroid receptor coactivator 3 (SRC3). Q9Y6Q9. inhibition, % at 3.6 µM. HEK293 GAL4-SRC3 luciferase reporter, luminescence. hit rate 0.17% among 360,000. AID 588352;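 active = inhibition above a per-campaign cutoff, the mean of all compounds plus 3 SD, cut at about 60% in these data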;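 note: 0% = DMSO-treated cells and 100% = gossypol-treated cells at 36 µM; higher means less SRC3-driven luciferase light from the GAL4 reporter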
EBV LMP1 NFkB: inhibitors of Epstein-Barr LMP1-induced NF-kappaB reporter; hit rate 0.69% among 350,000; inhibition, % at 12.5 µM; LMP1-induced NF-kappaB luciferase reporter cells, luminescence; in the data active = inhibition above about 41%;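 note: 0% = neutral control wells and 100% = reference inhibitor control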
Shn3 inh set2: Schnurri-3 reporter inhibition in Clone20 osteoblasts; Clone20 osteoblast Shn3 3'UTR firefly luciferase, 24 h; inhibition, % at 12.5 µM; hit rate 0.52% among 360,000; AID 588674;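 active = mean inhibition of at least 75% with every replicate also reaching 75%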;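 note: 0% = median of neutral control wells and 100% = pilot-screen positive control compound; some compounds past the cut are filed as inactive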
CF NFkB inh: blocks PAF-induced NF-kB reporter in cystic fibrosis cells | KKLEB NF-kB-GFP reporter, GFP fluorescence overnight | inhibition, % at 5 µM | hit rate 0.86% among 360,000;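 active = at least 50% inhibition at 5 µM, scaled per plate between neutral and stimulator controls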;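 note: PAF is a Pseudomonas aeruginosa culture filtrate used as stimulus; plate controls were PAF-stimulated DMSO wells for no effect and unstimulated DMSO wells for full effect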
SRC1 inh: inhibits human SRC1 coactivator; HEK293 GAL4-SRC1 luciferase reporter, luminescence; inhibition, % at 3.6 µM; hit rate 0.12% among 360,000; AID 588354;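 active = inhibition above the campaign mean plus 3 SD, with each screening campaign given its own cutoff, cut at about 60% in these data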;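 note: 0% = DMSO treated cells and 100% = gossypol at 36 µM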
* hit, by the source's call; / = no result given. Only part of the results is shown; count on the stated rates, not on these rows.

SMILES | TROY NFkB inh | NR5A2 inv ag | TRAIL sens C8 | KKLEB cytotox | NR2F2 inh | TWEAK Fn14 block | SRC3 inh | EBV LMP1 NFkB | Shn3 inh set2 | CF NFkB inh | SRC1 inh
O=C(c1ccc(Cl)cc1)N1CCC(O)(CSc2ccccc2)CC1 | 1 | 11 | -1 | -4 | -2 | -6 | -10 | 4 | -3 | 0 | -15
COc1ccc2nc(C)cc(N3CCC(C(N)=O)CC3)c2c1 | -8 | 9 | -8 | 2 | -6 | 19 | 20 | -2 | 0 | -7 | 12
NC(=S)NN=C1CCCCCCCCCC1 | -8 | 12 | 17 | 2 | 12 | 38 | 9 | -5 | -7 | -10 | 24
O=C(Nc1ccc(S(=O)(=O)N2CCCCC2)cc1)c1ccc(CN2CCc3ccccc3C2)cc1 | 3 | 60 | 26 | 11 | 70* | 42 | -3 | 20 | 84 | -12 | 16
Cc1cc(Cl)ccc1NC(=O)CN1C(=O)NC2(CCCC2)C1=O | -31 | -4 | -8 | 3 | 6 | -11 | 6 | 2 | -11 | -3 | 13
COc1ccccc1-c1coc2cc(O)cc(O)c2c1=O | -45 | -18 | -9 | 5 | -19 | -13 | -28 | 5 | -25 | -9 | -19
COCCNC(=O)C1Cc2cc(S(=O)(=O)N3CCCC3)ccc2N1C(C)=O (stereo not drawn) | -8 | 23 | 6 | 10 | 12 | 6 | 18 | -6 | -23 | -21 | 12
O=C(OCc1nnc(-c2ccc(Cl)cc2)o1)c1ccc(O)cc1 | 0 | 11 | -4 | 2 | -5 | -14 | -10 | -7 | -11 | 4 | -14
COc1ccc(OCC(O)CNC(=O)c2sccc2Cl)cc1 (stereo not drawn) | -26 | -24 | -10 | 3 | -19 | -5 | 7 | 1 | -9 | 10 | 1
COc1ccc(NC(=O)CC2SC(=Nc3ccccc3)NC2=O)cc1 (stereo not drawn) | 21 | 2 | -2 | 6 | -6 | 0 | 5 | -1 | -1 | 7 | -29
Cc1ccc(-n2nc(C)c3c2OC(N)=C(C#N)C3c2ccc(F)cc2)cc1 (stereo not drawn) | 40 | 17 | 2 | -2 | 14 | 30 | -8 | 4 | -5 | 8 | 1
CCOCc1c(C(=O)NC2=Nc3ccccc3NC(CC)=C2C(=O)OCC)oc2ccccc12 | 17 | 34 | 7 | -99* | 8 | 23 | 36 | 10 | 39 | 86* | 23
O=C(Nc1ccc(OC(F)(F)F)cc1)c1ccccc1-n1cnnn1 | -4 | 2 | 2 | -1 | 1 | -3 | 13 | 0 | 29 | 7 | -3
CC(C)C[C@@H](CC#N)N1CCN(CCc2ccccc2)CCC1=O | -11 | 7 | 6 | -16 | 10 | -15 | -1 | -9 | -20 | -2 | -11
Cc1ccc(NCCC(=O)c2ccc(Cl)c(Cl)c2)cc1 | 7 | -2 | -1 | 9 | 4 | -21 | 10 | -14 | -24 | -5 | -12
CCCCOc1ccc(S(=O)(=O)n2c(C)nc3ccccc32)cc1 | -2 | 15 | -12 | -5 | 34 | 1 | 16 | -9 | 24 | 5 | 1
COc1ccccc1N(C)S(=O)(=O)c1ccc(C)c(C(=O)NCc2ccccn2)c1 | 7 | -4 | -7 | -4 | 6 | -11 | 9 | -3 | 15 | 10 | 3
CCOC(=O)c1c(C)[nH]c(C(=O)OCC(=O)c2ccccc2)c1C | 18 | -121 | 40 | -24 | -41 | 14 | -83 | -66 | -47 | 5 | -78
COc1ccc(-c2nnc3ccc(SC)nn23)cc1 | -12 | 9 | 7 | 1 | 4 | -1 | 2 | 1 | -6 | -41 | 6
COc1ccc(Cn2nnnc2C(c2cc3cccc(C)c3[nH]c2=O)N2CCN(C)CC2)cc1 (stereo not drawn) | 5 | 9 | -2 | -5 | 0 | 13 | -1 | -15 | 11 | -24 | 8
COc1ccccc1NC(=O)COc1ccc(/C=N/NC(=O)CSCc2ccc(Cl)cc2)cc1 | 51* | -2 | 19 | -19 | -18 | 33 | 5 | 8 | -6 | 16 | 10
COc1ccccc1C(=O)NC(=O)Nc1c(C)cc(C)cc1C | -1 | 1 | 2 | -7 | 9 | -3 | 6 | 9 | -17 | 4 | 11
O=C(NCC1CC1)c1ccc2c3n(nc2c1)-c1ccccc1CO3 | -42 | -105 | 83* | -47 | -24 | 20 | -92 | 7 | -16 | -50 | -78
COc1ccc(C(CNC(=O)CNC(=O)c2ccc(F)cc2)N2CCCC2)cc1 (stereo not drawn) | -9 | -16 | -3 | -7 | -14 | -10 | -31 | 2 | 11 | 3 | 4
Cc1cc(/C=C2/SC(=O)N(CC(=O)N3CCCC3)C2=O)ccc1N1CCOCC1 | 14 | -10 | 4 | 6 | -17 | -10 | -5 | -5 | 26 | -12 | -3

Compound profiles, from the list above. Order of screens: TROY NFkB inh, NR5A2 inv ag, TRAIL sens C8, KKLEB cytotox, NR2F2 inh, TWEAK Fn14 block, SRC3 inh, EBV LMP1 NFkB, Shn3 inh set2, CF NFkB inh, SRC1 inh
COc1ccc2nc(C)cc(N3CCC(C(N)=O)CC3)c2c1 in the list: -8, 9, -8, 2, -6, 19, 20, -2, 0, -7, 12
CCOC(=O)c1c(C)[nH]c(C(=O)OCC(=O)c2ccccc2)c1C in the list: 18, -121, 40, -24, -41, 14, -83, -66, -47, 5, -78
Cc1cc(/C=C2/SC(=O)N(CC(=O)N3CCCC3)C2=O)ccc1N1CCOCC1 in the list: 14, -10, 4, 6, -17, -10, -5, -5, 26, -12, -3

(more compounds)
SMILES | TROY NFkB inh | NR5A2 inv ag | TRAIL sens C8 | KKLEB cytotox | NR2F2 inh | TWEAK Fn14 block | SRC3 inh | EBV LMP1 NFkB | Shn3 inh set2 | CF NFkB inh | SRC1 inh
CCOc1ccc(S(=O)(=O)Nc2cccc(C(=O)N3CC(C)OC(C)C3)c2)cc1 (stereo not drawn) | 17 | -14 | -7 | -5 | 3 | -6 | 3 | 7 | 6 | 1 | 5
CCOC(=O)/C(=N\Nc1cccc(C(F)(F)F)c1)N1CCOCC1 | -28 | -17 | -3 | -2 | 1 | -28 | 4 | -7 | 1 | -8 | 3
OCCSc1nc(-c2ccccc2)nc2ccc(F)cc12 | -50 | -1 | 12 | -5 | 2 | 0 | 11 | -8 | 3 | -16 | -17
COc1ccc(Cl)cc1CSc1n[nH]c(C)n1 | -5 | -33 | 3 | 4 | -8 | 7 | 12 | -2 | 2 | -6 | -2
CC1(Cc2cc(Cl)ccc2C(F)(F)F)C(=O)Nc2ccc(S(=O)(=O)NC3CCCCC3)cc21 (stereo not drawn) | 29 | 8 | 28 | 7 | 4 | 22 | -12 | / | 40 | 5 | 9
CC(=O)N(C)c1ccc(NS(=O)(=O)c2cccc3nsnc23)cc1 | -2 | -7 | -8 | 12 | 6 | 21 | 1 | -1 | 6 | -16 | -29
O=C(COC(=O)c1ccccc1NC(=O)c1ccco1)Nc1ccc2c(c1)OCO2 | / | 2 | 0 | 1 | -17 | 5 | -7 | 1 | -36 | -25 | -17
CCN1CCN(CC(=O)Nc2ccc(C)cc2C)C(=O)C1=O | -2 | -21 | -6 | -3 | -6 | 5 | -2 | -8 | -16 | -2 | -1
COC(=O)[C@H](Cc1ccccc1)NC(=O)/C=C/[C@H]1O[C@@H](n2ccc(=O)[nH]c2=O)[C@H](O)[C@@H]1O | -8 | -15 | -7 | -3 | 9 | 3 | -13 | / | -11 | -10 | 15
COc1ccccc1NS(=O)(=O)c1cc2c3c(c1)CCN3C(=O)CC2 | -40 | 12 | 8 | 7 | -6 | -9 | 18 | -3 | -7 | -27 | 6
CCOc1ccc(OCC(=O)OCC(=O)N2CCN(C(=O)c3ccco3)CC2)cc1 | -1 | 10 | 2 | 2 | -10 | 27 | 17 | 1 | 4 | 1 | -12
O=S(=O)(Cc1ccc(Cl)cc1)CC(O)COCc1ccccc1 (stereo not drawn) | -13 | -3 | -11 | -4 | 4 | -13 | -6 | -4 | 17 | 11 | -15
O=[N+]([O-])/C(C(=C(Cl)Cl)N1CCOCC1)=C1\NCCO1 | 7 | -3 | 7 | -25 | -12 | -6 | -5 | -1 | 6 | -19 | -8
CCn1c2ccccc2c2cc(NC(=O)CSc3nnc(C4CC4)n3Cc3ccco3)ccc21 | -2 | 1 | -1 | 13 | -1 | 7 | 5 | -1 | 3 | 0 | -3
N#CCCn1cc(/C=N/O)c(-c2cccc([N+](=O)[O-])c2)n1 | 0 | 1 | -11 | 8 | 3 | -4 | -1 | 4 | 6 | 18 | -6
Oc1ccc(-n2nnnc2SCc2c(F)cccc2Cl)cc1 | 17 | -2 | 0 | -5 | 12 | 8 | -24 | -2 | 0 | -3 | 8
N#CC1(c2ccccc2)CCCN1C(=O)c1ccc(Br)o1 (stereo not drawn) | 8 | 7 | -12 | 2 | 2 | -3 | 14 | 2 | -2 | 7 | -5
CCCC(=O)Nc1c(-c2ccccc2)[nH][nH]c1=O | 15 | 5 | -7 | 5 | 3 | -4 | 8 | / | -7 | -29 | -1
O=C(Nc1nc2ccccc2[nH]1)C1CC1 | -11 | -19 | 24 | 0 | -20 | -15 | -22 | -9 | -44 | 1 | -32
O=C(Nc1nnc(CCc2ccccc2)s1)C1CCCO1 (stereo not drawn) | -52 | -18 | -2 | -9 | -14 | -10 | -15 | 2 | -5 | 19 | -39
COc1ccc(/C=C/C(=O)Nc2ccc(-n3nncc3-c3ccccc3)cc2)cc1OC | 13 | -9 | 8 | -9 | -9 | 41 | 9 | 7 | 23 | -1 | 12

Retrieved by structure from the entries so far:
SMILES | TROY NFkB inh | NR5A2 inv ag | TRAIL sens C8 | KKLEB cytotox | NR2F2 inh | TWEAK Fn14 block | SRC3 inh | EBV LMP1 NFkB | Shn3 inh set2 | CF NFkB inh | SRC1 inh
O=[N+]([O-])/C(C(=C(Cl)Cl)N1CCOCC1)=C1\NCCO1 | 7 | -3 | 7 | -25 | -12 | -6 | -5 | -1 | 6 | -19 | -8
CCCC(=O)Nc1c(-c2ccccc2)[nH][nH]c1=O | 15 | 5 | -7 | 5 | 3 | -4 | 8 | / | -7 | -29 | -1
